CBFb-RUNX1 inh: inhibitors of human CBF-beta and RUNX1 interaction | Q01196+Q13951 | AlphaScreen CBFb-His/RUNX1-biotin binding, biochemical | Potency, µM (doses to about 59.8 µM), for the others: at the highest dose activity, negative = inhibition, actives largely listed as inhibitors | 230,000 tested, under 10 active | AID 1477; note: % of control where 0% means no effect
Target sequence (Q01196 whole entry, looked up): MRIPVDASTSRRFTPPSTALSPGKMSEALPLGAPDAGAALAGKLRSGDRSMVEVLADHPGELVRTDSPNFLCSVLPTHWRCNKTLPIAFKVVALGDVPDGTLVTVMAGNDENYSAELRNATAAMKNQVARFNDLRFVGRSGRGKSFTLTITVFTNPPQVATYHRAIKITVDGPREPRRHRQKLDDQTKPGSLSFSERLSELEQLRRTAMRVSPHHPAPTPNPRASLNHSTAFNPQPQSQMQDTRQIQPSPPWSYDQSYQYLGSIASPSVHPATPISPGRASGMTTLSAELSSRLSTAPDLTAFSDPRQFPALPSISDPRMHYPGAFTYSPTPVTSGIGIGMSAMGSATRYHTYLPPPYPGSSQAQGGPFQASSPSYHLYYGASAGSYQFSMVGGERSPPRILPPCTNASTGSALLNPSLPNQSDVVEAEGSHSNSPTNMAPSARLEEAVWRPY
Target sequence (Q13951 whole entry, looked up): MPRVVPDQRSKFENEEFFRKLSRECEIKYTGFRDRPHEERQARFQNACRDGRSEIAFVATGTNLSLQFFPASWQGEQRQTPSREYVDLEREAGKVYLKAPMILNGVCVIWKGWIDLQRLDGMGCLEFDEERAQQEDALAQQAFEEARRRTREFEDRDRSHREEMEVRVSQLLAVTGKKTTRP
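AlphaScreen binding: CBFb-His and RUNX1-biotin (30 nM each) preincubated 20 min, compound added for 15 min, then nickel and streptavidin beads for 90 min, all at room temperature. Disruption of the interaction by any mechanism counts as activity.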
Luc counter: counter-screen: inhibitors of Kinase-Glo firefly luciferase. Potency, µM (titrated, usually from 38.3 µM), without a hit: top-dose activity change, negative = inhibition, usual class: inhibitors. Kinase-Glo luciferase, ATP luminescence, 8 min. AID 1379. Q27757. actives 0.28% (n = 200,000); note: potency is the fitted concentration of half-maximal effect; % is set by controls: 0 for no effect and ±100 for the full control effect; nearly all actives have a fitted effect of over 60% in size
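Compound is pinned into ATP-containing buffer (10 uM ATP, imidazole pH 7.2, 7 mM MgCl2). Kinase-Glo luciferase reagent is then added. Light output is recorded following an 8-min room-temperature incubation.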
HTT aggregate: mutant huntingtin aggregation inhibition. PC12 HttQ103-GFP aggregates, Acumen cytometry, 40 h. Potency, µM (highest dose often 46.1 µM), for inactives: top-dose activity change, negative = inhibition, actives largely listed as inhibitors. actives 1.1% (n = 220,000); note: potency is the fitted concentration of half-maximal effect; % is set by controls: 0 for no effect and ±100 for the full control effect; nearly all actives have a fitted effect of over 60% in size
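Steps: seed 1500 PC12 HTTQ103-GFP cells/well; add tebufenozide, 100 nM final; add compound titration; add ATPLite reagent; quantify GFP aggregates by laser scanning cytometry.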
Epigenetic derep: derepresses silenced GFP reporter in murine cells; murine LDR cells, GFP reporter derepression, 30 h; Potency, µM (top dose mostly 53.9 µM), inactives show top-dose GFP activation, actives largely listed as activators; actives 0.2% (n = 280,000); AID 1865; note: potency is the fitted concentration of half-maximal effect; % of control where 0% means no effect; nearly all actives have a fitted effect of over 60% in size
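Murine LDR cells bearing a silenced CMV-driven GFP reporter were exposed to compound for 30 h at 37 C. After PBS washes, GFP-positive cells (20-120 um objects) counted by laser-scanning microplate cytometry.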
Lamin A splicing: LMNA splicing modulation; HeLa LMNA splicing GFP/RFP minigene ratio, 48 h; Potency, µM (titrated, usually from 46.1 µM), without a hit: at the highest dose ratio change, negative = inhibition, actives largely listed as inhibitors; AID 1487; actives 0.01% (n = 200,000); active = well fitted inhibition curve with a large enough effect in the signal ratio, with a control signal flat, not every such curve was filed as active; inconclusive = small, poorly fitted or top-dose-only effect, or effect the other way, or a change in a side signal; the % refers to the signal ratio; note: potency is the fitted concentration of half-maximal effect; % is set by controls: 0 for no effect and ±100 for the full control effect
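S3 HeLa stable clones carrying a lamin A-EGFP splicing minigene plus DsRed2 were seeded at 600 cells/well in Opti-MEM with 2% FBS, pin-dosed and incubated 48 h at 37°C. Acumen cytometry (488 nm) gave the GFP/RFP total-intensity ratio.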
IMPase Li inh: cell-permeable IMPase inhibitors with lithium potentiation | CHO-M1 cells, IP1 TR-FRET (IP-One), carbachol + lithium | Potency, µM (titrated, usually from 59.4 µM), for inactives: top-dose activity, negative = IMPase inhibition, actives largely listed as inhibitors | actives 0.35% (n = 210,000) | AID 1457;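 note: IP1 builds up when IMPase is blocked and the TR-FRET signal falls; potency is the fitted concentration of half-maximal effect; plate controls were basal vehicle for no effect and high inhibitor control for full effect; nearly all actives have a fitted effect of over 50% in size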
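CHO cells stably expressing M1 receptor (2000/well) were cultured 16–30 h, then exposed to compounds with a small lithium addition for 30 min at 37C. IP1 was measured by TR-FRET competition; AC50 from Hill fits.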
NPSR antag: neuropeptide S receptor (human) antagonism, cAMP. CHO-NPSR cells, cAMP TR-FRET, antagonist mode. Potency, µM (doses to about 38.3 µM), for the others: at the highest dose activity change, negative = inhibition, hits mostly inhibitors. actives 1% (n = 220,000). AID 1461; note: potency is the fitted concentration of half-maximal effect; % is set by controls: 0 for no effect and ±100 for the full control effect; nearly all actives have a fitted effect of over 50% in size; many of its hits are not listed in these tables
Target sequence (Q6W5P4 whole entry, looked up): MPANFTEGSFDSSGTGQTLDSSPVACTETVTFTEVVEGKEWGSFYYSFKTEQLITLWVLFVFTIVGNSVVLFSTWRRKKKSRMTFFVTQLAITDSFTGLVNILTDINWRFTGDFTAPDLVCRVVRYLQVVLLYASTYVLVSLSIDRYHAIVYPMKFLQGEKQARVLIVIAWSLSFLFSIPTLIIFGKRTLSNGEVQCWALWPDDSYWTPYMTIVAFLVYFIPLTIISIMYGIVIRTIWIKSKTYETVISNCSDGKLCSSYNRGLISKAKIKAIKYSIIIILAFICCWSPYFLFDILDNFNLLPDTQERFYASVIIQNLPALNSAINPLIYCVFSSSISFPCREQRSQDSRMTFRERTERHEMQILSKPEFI
The depositor's hits bear a star; & = joins results of further samples; [ ] = dose if it differs, or a comment. Unless noted, calls come from the whole dose curve; as a rule, active = well fitted curve in the direction sought with a large enough effect; inconclusive = small, poorly fitted or top-dose-only effect, or another doubt; inactive = no such curve, though single readings can be large; an effect the other way counts as inactive or inconclusive. The list is partial; rates above refer to the full screens.

Results for Cn1cnnc1SCC(=O)Nc1ccc(Cl)c(S(=O)(=O)N2CCOCC2)c1 ?
CBFb-RUNX1 inh: 5%; Luc counter: -2%; HTT aggregate: inconclusive; Epigenetic derep: 0.0%; Lamin A splicing: -3%[46 µM]; IMPase Li inh: -1%; NPSR antag: 3%

How did COC(=O)COc1ccc(S(=O)(=O)N2CCCCC2)cc1[N+](=O)[O-] do in these assays?
CBFb-RUNX1 inh: 9%; Luc counter: -2%; HTT aggregate: 23%; Epigenetic derep: -4.2%; IMPase Li inh: 4%; NPSR antag: 5%

How did COc1ccc(Oc2nc3c(c(=O)n(C)c(=O)n3C)n2Cc2cccc(OC)c2)cc1 do in these assays?
CBFb-RUNX1 inh: 5%; Luc counter: 1%; HTT aggregate: -8%; Epigenetic derep: 3.0%; Lamin A splicing: -3%; IMPase Li inh: 18%[38.3 µM]; NPSR antag: -19%[46.1 µM]

What do the screens show for `CCOc1ccc(Cn2cc(F)c(=O)[nH]c2=O)cc1`?
CBFb-RUNX1 inh: 2%; HTT aggregate: -8%[9.22 µM]; Epigenetic derep: 2.9%; NPSR antag: -3%

What do the screens show for `CCN(CC)C(=O)CCNS(=O)(=O)c1ccc(C)cc1`?
CBFb-RUNX1 inh: 0%; Luc counter: -1%; HTT aggregate: -11%; Epigenetic derep: -0.8%; Lamin A splicing: -2%; IMPase Li inh: -18%[38.3 µM]; NPSR antag: -3%[46.1 µM]

What do the screens show for `Cc1onc(-c2c(Cl)cccc2Cl)c1CO/N=C(\C#N)c1c(Cl)cccc1Cl`?
CBFb-RUNX1 inh: inconclusive; HTT aggregate: 23%[9.22 µM]; Epigenetic derep: -1.3%; NPSR antag: inconclusive

How did CCN(CC(=O)N1CCN(C)CC1)S(=O)(=O)c1ccc(Cl)cc1 do in these assays?
CBFb-RUNX1 inh: 10%; Luc counter: 1%; HTT aggregate: inconclusive; Epigenetic derep: -1.1%; Lamin A splicing: 0%; IMPase Li inh: 8%[38.3 µM]; NPSR antag: 1%[46.1 µM]

What do the screens show for `Fc1ccc(Nc2nnc(C(F)(F)F)s2)cc1`?
CBFb-RUNX1 inh: 12%; HTT aggregate: 4%[9.22 µM]; Epigenetic derep: -2.0%; NPSR antag: 0%

What do the screens show for `COc1ccc(Cl)cc1NC(=O)c1ccccc1C`?
CBFb-RUNX1 inh: 10%; Luc counter: 8%; HTT aggregate: 6%; Epigenetic derep: 0.0%; Lamin A splicing: 11%; IMPase Li inh: 5%; NPSR antag: -27%[46.1 µM]

How did CCOc1cc(NC(=O)C2CC2)c(OCC)cc1NC(=O)c1ccccn1 do in these assays?
CBFb-RUNX1 inh: 1%; Luc counter: 0%; HTT aggregate: 1%; Epigenetic derep: 0.0%; Lamin A splicing: -11%; IMPase Li inh: 18%[38.3 µM]; NPSR antag: -29%[46.1 µM]

Two records drawn at random from those above, as already listed:
How did CCOc1cc(NC(=O)C2CC2)c(OCC)cc1NC(=O)c1ccccn1 do in these assays?
CBFb-RUNX1 inh: 1%; Luc counter: 0%; HTT aggregate: 1%; Epigenetic derep: 0.0%; Lamin A splicing: -11%; IMPase Li inh: 18%[38.3 µM]; NPSR antag: -29%[46.1 µM]

Results for Cn1cnnc1SCC(=O)Nc1ccc(Cl)c(S(=O)(=O)N2CCOCC2)c1 ?
CBFb-RUNX1 inh: 5%; Luc counter: -2%; HTT aggregate: inconclusive; Epigenetic derep: 0.0%; Lamin A splicing: -3%[46 µM]; IMPase Li inh: -1%; NPSR antag: 3%

(list continues)
How did COc1ccc(C2c3ccc(O)cc3Oc3ncn4nc(-c5ccccn5)nc4c32)cc1 (configuration not stated) do in these assays?
CBFb-RUNX1 inh: -3%; HTT aggregate: 6%[9.22 µM]; Epigenetic derep: 5.0%; NPSR antag: 6%

How did Cc1nn(Cc2c(Cl)cccc2Cl)c(C)c1NC(=O)c1sc2ccccc2c1Cl do in these assays?
CBFb-RUNX1 inh: 4%; Luc counter: 3%; HTT aggregate: 14%[9.22 µM]; Epigenetic derep: 4.8%; Lamin A splicing: 13%; IMPase Li inh: -8%[38.3 µM]; NPSR antag: -10%[46.1 µM]

Results for COc1ccccc1NC(=O)C1=C(C)NC(SCC(=O)c2ccccc2)=C(C#N)C1c1ccco1 (configuration not stated) ?
CBFb-RUNX1 inh: 10%; Luc counter: -1%; HTT aggregate: 7%; Epigenetic derep: -0.8%; Lamin A splicing: -5%; IMPase Li inh: 7%[38.3 µM]; NPSR antag: -8%[46.1 µM]

How did CCCOc1ccc(C2NC(=S)NC(c3ccccc3)=C2C(=O)Nc2ccc(C)cc2)cc1OC (configuration not stated) do in these assays?
CBFb-RUNX1 inh: -5%; Luc counter: 1%; HTT aggregate: 24%; Epigenetic derep: 0.0%; Lamin A splicing: -4%; IMPase Li inh: -2%; NPSR antag: -4%

How did CCc1nnc(NC(=O)Cc2ccc(OCc3c(C)noc3C)cc2)s1 do in these assays?
CBFb-RUNX1 inh: 2%; Luc counter: -3%; HTT aggregate: -26%; Epigenetic derep: -1.0%; Lamin A splicing: -19%; IMPase Li inh: 18%[38.3 µM]; NPSR antag: -7%[46.1 µM]

What do the screens show for `COc1cc(NC(=O)CCNC(=O)Cn2cnc3ccccc3c2=O)cc(OC)c1OC`?
CBFb-RUNX1 inh: 6%; Luc counter: -3%; HTT aggregate: 0%; Epigenetic derep: -1.1%&0.1%; Lamin A splicing: 5%; IMPase Li inh: 7%[38.3 µM]; NPSR antag: -8%[46.1 µM]

How did CC(C)c1ccc2[nH]c(O)c(N=NC(=O)c3ccc(CSc4nncn4C)cc3)c2c1 do in these assays?
CBFb-RUNX1 inh: 1%; Luc counter: 4%; HTT aggregate: 16%; Epigenetic derep: 0.0%; Lamin A splicing: -15%; IMPase Li inh: 8%; NPSR antag: -14%

Results for O=C(CSC(=S)N1CCCCC1)Nc1ncc2c(n1)CC(c1ccco1)CC2=O (configuration not stated) ?
CBFb-RUNX1 inh: -3%; HTT aggregate: -16%[9.22 µM]; Epigenetic derep: -3.3%; NPSR antag: 11%

What do the screens show for `Cc1cc(=O)[nH]c(SCC(=O)Nc2ccc3c(c2)OCCO3)n1`?
CBFb-RUNX1 inh: -2%; Luc counter: -2%; HTT aggregate: 21%[9.22 µM]; Epigenetic derep: 2.2%; Lamin A splicing: -21%[46 µM]; IMPase Li inh: 14%; NPSR antag: -7%

What do the screens show for `Cc1nnc2ccc(-c3ccc(NC(=O)Cc4cccs4)cc3)nn12`?
CBFb-RUNX1 inh: inconclusive; HTT aggregate: 0%[9.22 µM]; Epigenetic derep: 3.8%; NPSR antag: 8%

How did Cc1ccccc1NC(=S)NCc1ccco1 do in these assays?
CBFb-RUNX1 inh: 6%; Luc counter: -2%; HTT aggregate: 27%; Epigenetic derep: -1.8%; Lamin A splicing: -4%; IMPase Li inh: -2%; NPSR antag: 15%

What do the screens show for `CN(C1CCCC1)C1CCN(C(=O)CNC(=O)/C=C/c2ccccc2)CC1`?
CBFb-RUNX1 inh: 6%; Luc counter: -2%; HTT aggregate: 0%; Epigenetic derep: -3.2%; Lamin A splicing: inconclusive; IMPase Li inh: 14%; NPSR antag: 55%

What do the screens show for `CCN(CC)c1cc(Cl)nc(N)n1`?
CBFb-RUNX1 inh: 7%; Luc counter: 3%; HTT aggregate: -5%[9.22 µM]; Epigenetic derep: 2.1%; IMPase Li inh: 5%; NPSR antag: -2%

Results for CC(C)CNc1cc(N2CCCC2)ccc1[N+](=O)[O-] ?
CBFb-RUNX1 inh: 3%; Luc counter: 0%; HTT aggregate: inconclusive; Epigenetic derep: -0.4%; Lamin A splicing: 21%; IMPase Li inh: 16%[38.3 µM]; NPSR antag: -25%[46.1 µM]

What do the screens show for `COC(=O)c1ccccc1NC(=O)C1CCCN(S(=O)(=O)c2ccc(OC)cc2)C1` (configuration not stated)?
CBFb-RUNX1 inh: 5%; Luc counter: 2%; HTT aggregate: inconclusive; Epigenetic derep: -1.1%; Lamin A splicing: inconclusive; IMPase Li inh: 10%; NPSR antag: -29%[46.1 µM]

What do the screens show for `CC(=O)OCC(=O)Nc1ccc([N+](=O)[O-])cc1Cl`?
CBFb-RUNX1 inh: 13%; Luc counter: 8%; HTT aggregate: -10%; Epigenetic derep: -2.2%; IMPase Li inh: 17%; NPSR antag: 7%

Results for O=C(O)c1cc(-c2ccc3c(c2)OCO3)nc2ccc(Br)cc12 ?
CBFb-RUNX1 inh: inconclusive; Luc counter: -1%; HTT aggregate: 9%[9.22 µM]; Epigenetic derep: 1.3%; Lamin A splicing: -12%[46 µM]; IMPase Li inh: 11µM*; NPSR antag: 6.3µM*

What do the screens show for `COc1ccc(OC)c(C(=O)CC2OC(=O)c3ccccc32)c1` (configuration not stated)?
CBFb-RUNX1 inh: 2%; Luc counter: 2%; HTT aggregate: inconclusive; Epigenetic derep: 2.4%; Lamin A splicing: inconclusive; IMPase Li inh: -7%[38.3 µM]; NPSR antag: -21%[46.1 µM]

How did COc1cccc(/C=N/NC(=O)c2ccc3nc[nH]c3c2)c1 do in these assays?
CBFb-RUNX1 inh: 3%; HTT aggregate: 8%[9.22 µM]; Epigenetic derep: 0.0%; NPSR antag: 6%

What do the screens show for `O=C(Nc1cccnc1)c1cccc(NC(=O)c2ccco2)c1`?
CBFb-RUNX1 inh: 20%; Luc counter: -3%; HTT aggregate: -28%; Epigenetic derep: 0.0%; Lamin A splicing: -9%; IMPase Li inh: 14%[38.3 µM]; NPSR antag: -1%[46.1 µM]

Results for O=C(Nc1cc(S(=O)(=O)N2CCOCC2)ccc1N1CCCC1)C1CC1 ?
CBFb-RUNX1 inh: -7%; Luc counter: 0%; HTT aggregate: 16%; Epigenetic derep: -1.5%; Lamin A splicing: -19%[46 µM]; IMPase Li inh: 6%; NPSR antag: 1%

Structures listed so far that have fluorine (two):
What do the screens show for `CCOc1ccc(Cn2cc(F)c(=O)[nH]c2=O)cc1`?
CBFb-RUNX1 inh: 2%; HTT aggregate: -8%[9.22 µM]; Epigenetic derep: 2.9%; NPSR antag: -3%

What do the screens show for `Fc1ccc(Nc2nnc(C(F)(F)F)s2)cc1`?
CBFb-RUNX1 inh: 12%; HTT aggregate: 4%[9.22 µM]; Epigenetic derep: -2.0%; NPSR antag: 0%
